Source: PubChem
MITF primary: MITF inhibitors, primary screen, biochemical, AlphaScreen, human. Microphthalmia-associated transcription factor (Homo sapiens), O75030. actives 0.91% (n = 650,000). inhibition, % at 2.6 µM. AlphaScreen MITF homodimerization, bead proximity signal. AID 1259374, 2018; in the data active means inhibition above about 50%;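 further: 0% = vehicle wells with protein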
GPR151 activ: activators of human GPR151, primary screen, cell-based, PathHunter beta-arrestin, luminescence. activation, % at 11.2 µM. actives 1% (n = 650,000). PathHunter beta-arrestin GPR151 cells; in the data active means activation above about 4.9%;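 further: 0% = median of compound wells and 100% = cells with positive control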
Target sequence (Q8TDV0 whole entry, looked up): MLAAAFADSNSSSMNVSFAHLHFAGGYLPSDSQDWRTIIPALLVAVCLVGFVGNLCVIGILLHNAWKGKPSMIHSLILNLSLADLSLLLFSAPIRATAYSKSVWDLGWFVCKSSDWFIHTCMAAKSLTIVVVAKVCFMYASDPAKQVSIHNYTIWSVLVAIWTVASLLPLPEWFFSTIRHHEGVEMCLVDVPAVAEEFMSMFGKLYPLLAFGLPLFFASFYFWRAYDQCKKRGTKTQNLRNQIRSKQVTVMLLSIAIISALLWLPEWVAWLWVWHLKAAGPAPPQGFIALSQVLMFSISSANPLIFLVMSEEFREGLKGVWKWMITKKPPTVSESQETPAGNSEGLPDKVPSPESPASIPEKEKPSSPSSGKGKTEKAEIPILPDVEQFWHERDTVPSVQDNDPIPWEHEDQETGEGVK
TEAD-YAP inh: TEAD-YAP interaction inhibition, primary screen, TEAD-YAP interaction inhibitor project, luminescence, HEK-TIYL cells. TEAD-Gal4/YAP UAS-luciferase luminescence. inhibition, % at 9.12 µM. actives 1.4% (n = 640,000); in the data active means inhibition above about 32%;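 further: 0% = median of test compound wells and 100% = reference inhibitor wells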
FBW7 activator: FBW7 E3 ligase activators, primary screen, biochemical, AlphaScreen, human | F-box/WD repeat-containing protein 7 (Homo sapiens), Q969H0 | AlphaScreen FBW7–phospho-cyclin E peptide binding, activator screen | normalized activity (activation), % at 26.1 µM | actives 0.13% (n = 650,000) | AID 1259310, 2017; in the data active means normalized activity above about 1.9%;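 further: purified mutant Fbw7 with reduced substrate affinity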
Target sequence (Q969H0 whole entry, looked up): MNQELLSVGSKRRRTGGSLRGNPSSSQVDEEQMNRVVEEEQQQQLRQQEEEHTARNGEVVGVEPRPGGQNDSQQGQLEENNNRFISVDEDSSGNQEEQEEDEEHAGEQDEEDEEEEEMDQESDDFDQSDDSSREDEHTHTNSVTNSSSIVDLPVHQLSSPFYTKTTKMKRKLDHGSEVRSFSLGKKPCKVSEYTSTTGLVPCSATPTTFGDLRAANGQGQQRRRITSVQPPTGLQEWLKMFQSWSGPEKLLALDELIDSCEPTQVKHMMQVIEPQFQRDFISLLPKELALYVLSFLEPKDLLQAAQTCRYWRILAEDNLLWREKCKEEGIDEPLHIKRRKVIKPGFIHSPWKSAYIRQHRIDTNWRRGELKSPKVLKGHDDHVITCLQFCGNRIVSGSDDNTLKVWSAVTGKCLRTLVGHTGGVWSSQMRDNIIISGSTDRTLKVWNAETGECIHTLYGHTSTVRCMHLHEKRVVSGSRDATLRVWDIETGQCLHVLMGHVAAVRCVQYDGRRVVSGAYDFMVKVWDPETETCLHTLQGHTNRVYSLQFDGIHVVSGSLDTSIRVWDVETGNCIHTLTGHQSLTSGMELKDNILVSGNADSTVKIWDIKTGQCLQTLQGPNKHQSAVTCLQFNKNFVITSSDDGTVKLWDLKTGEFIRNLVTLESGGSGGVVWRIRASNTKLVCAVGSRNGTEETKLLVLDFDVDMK
* hit, by the source's call; / = not tested or not shown.

Every second line gives: MITF primary | GPR151 activ | TEAD-YAP inh | FBW7 activator
> Cc1c(C(=O)N(C)C2CCCCC2)sc2ncn(CC(=O)N3CCCC(C)C3)c(=O)c12 (stereo not given)
 : 10 | 0.5 | 5 | 0.6
> O=C(Oc1ccc(N2C(=O)CCC2=O)cc1)c1ccc(Cl)cc1Cl
 : 0 | -1.2 | 17 | -0.1
> CC(=O)Nc1ccc(-c2nc3c(Cl)cc(Cl)cc3[nH]2)cc1
 : -2 | -1.1 | -12 | 0.0
> CSc1cccc2sc(NC(=O)Cc3ccc(F)cc3)nc12
 : -7 | 0.5 | 0 | -0.2
> COCCNC(=O)C(=O)NCC1OCCCN1S(=O)(=O)c1cc(F)ccc1F (stereo not given)
 : 2 | -0.3 | 4 | -0.1
> Cc1cccc(CC(=O)Nc2cnn(Cc3ccccc3)c2)c1
 : 10 | -0.1 | 2 | 0.0
> CC(C)c1ccc(/C=N/NC(=O)CC(=O)NC2CCCCC2)cc1
 : -7 | -0.7 | -2 | 0.1
> Cc1cccc(NC(=O)NC(C)C(c2ccccc2)N2CCN(C)CC2)c1 (stereo not given)
 : 13 | 0.7 | -1 | -0.1
> O=C(Nc1ccc(Oc2ccccc2)cc1)c1cc(N2CCc3ccccc3C2)nc2ccccc12
 : -12 | -2.6 | -2 | 0.1
> COc1ccc(CNC(=O)Nc2ccc3c(c2)N(CC(C)C)C(=O)C(C)(C)CO3)cc1OC
 : 10 | 2.2 | 4 | 0.9
> COc1ccc(N2CCN(C(=O)CSc3nc4[nH]ncc4c(=O)n3-c3ccc(Cl)cc3Cl)CC2)cc1
 : 7 | 0.8 | 24 | -0.2
> COc1cccc(NC(=O)CCc2nc3cccnc3n2Cc2ccccc2)c1
 : 7 | 1.7 | -2 | -0.1
> Cc1ccc([N+](=O)[O-])cc1NC(=O)CN1CCC(n2nnc3cc(F)ccc32)CC1
 : 6 | 0.1 | -1 | 0.0
> CCN1C2=C(C(=O)CC(C)(C)C2)C(c2cc(Cl)c(O)c(OC)c2)C2=C1CC(C)(C)CC2=O
 : -5 | -0.9 | -9 | -0.1
> C=CCNC(=O)/C(C#N)=C/c1c(Oc2ccc(CC)cc2)nc2c(C)cccn2c1=O
 : 11 | 2.8 | -5 | -0.2
> O=C(Nc1ccccc1F)c1cc2cc(Cl)cc(Cl)c2oc1=O
 : -9 | 0.7 | -4 | 0.1
> COc1ccccc1CNC(=O)c1cc2ccccn2n1
 : 4 | 0.1 | 2 | 0.2
> Fc1ccc(NC(=S)N2CCCC2)cc1
 : -4 | 1.7 | -5 | 0.2
> CCn1c(Sc2ccc(C=O)cc2[N+](=O)[O-])nnc1-c1cc(OC)cc(OC)c1
 : 3 | 1.5 | -7 | 0.1
> N#Cc1c(/N=C/c2ccncc2)sc2c1CCCC2
 : 10 | -0.1 | 5 | -0.4

Compound profiles, as listed above. Order of screens: MITF primary	GPR151 activ	TEAD-YAP inh	FBW7 activator
Entry for COc1ccc(N2CCN(C(=O)CSc3nc4[nH]ncc4c(=O)n3-c3ccc(Cl)cc3Cl)CC2)cc1 : 7	0.8	24	-0.2
Entry for Cc1cccc(CC(=O)Nc2cnn(Cc3ccccc3)c2)c1 : 10	-0.1	2	0.0

Further entries follow:
Every second line gives: MITF primary | GPR151 activ | TEAD-YAP inh | FBW7 activator
> CCCCCCCCNC(=O)C1OC2OC(C)(C)OC2C2OC(C)(C)OC12 (stereo not given)
 : -12 | 0.7 | 0 | 0.3
> COc1ccc(NC(=O)/C(=C/c2ccc([N+](=O)[O-])cc2)NC(=O)c2ccccc2OC)cc1Cl
 : 18 | 0.7 | 1 | 0.2
> O=C(NCc1nc2ccccc2[nH]1)c1cnc(N2CCOCC2)s1
 : -7 | -2.0 | -4 | -0.1
> Cc1nn(C(C)C(=O)NC(C)c2ccccc2)c(=O)c2c1sc1ccccc12 (stereo not given)
 : -12 | 0.9 | 7 | -0.2
> CCOC(=O)C(CC)Sc1nc2c(c(=O)n1C)SC(C)C2 (stereo not given)
 : 8 | -0.4 | -2 | 0.1
> CC(C)N(CCNc1ncnc2c1nc(-c1ccc(C(N)=O)cc1)n2C(C)C)C(C)C
 : 8 | -0.8 | 6 | 0.1
> COC(=O)C1=C(C)N(Cc2ccccc2)C(=O)N[C@H]1CCc1ccccc1
 : 0 | -2.1 | / | 0.5
> COc1ccc(OCc2oc3ccc(OC)cc3c2C(=O)O)cc1
 : -8 | 0.5 | -1 | -0.2
> O=C1N(Cc2cccnc2)C[C@@H]2C[C@@H](c3ccc4nsnc4c3)N3CCC[C@@]123
 : 1 | 2.2 | -5 | 0.0
> CCc1ccccc1NC(=O)c1ccc(NCc2ccc(C)cc2)c([N+](=O)[O-])c1
 : 1 | 3.6 | 57* | -0.2
> C=CCn1c(C(C)NC(=O)c2ccccc2C)n[nH]c1=S (stereo not given)
 : -1 | 0.9 | -1 | -0.1
> COCCN1C(=O)CC(NNC(=O)c2ccc(Cl)cc2Cl)C1=O (stereo not given)
 : 4 | 0.0 | -3 | 0.3
> CCC(=O)Nc1nnc(SCC(=O)Nc2nnc(-c3ccccc3C)s2)s1
 : -9 | 0.4 | -1 | -0.1
> COc1ccc(C(NC(=O)N2CC(C)OC(C)C2)C(Cl)(Cl)Cl)cc1F (stereo not given)
 : 11 | 0.4 | 10 | 0.2
> O=S(=O)(c1ccccc1)c1nc(Nc2ccccc2N2CCOCC2)sc1Cl
 : 11 | -0.1 | -3 | 0.2
> CCOC(=O)c1c(NC(=O)CSc2nnc(CNC(=O)c3ccc(OC)cc3)n2-c2ccc(F)cc2)sc2c1CCCCC2
 : -3 | -1.0 | -1 | 0.2
> O=C1CC2(CCN(S(=O)(=O)c3cccnc3)CC2)Oc2ccccc21
 : 10 | -1.5 | 10 | 0.0
> CC1CC(=O)Nc2ccccc2N1S(=O)(=O)c1ccccc1 (stereo not given)
 : 0 | 0.9 | 2 | 0.0
> Cc1ccccc1-n1nc2c(c1NC(=O)c1ccc(S(=O)(=O)N(C)C)cc1)CSC2
 : 8 | 0.4 | 5 | 0.0
> CCN(CC)C(=O)C1CCCN(c2nc(Nc3ccccc3)c3ncn(CCN4CCCC4=O)c3n2)C1 (stereo not given)
 : 8 | -1.7 | 12 | 0.1

New compounds follow
Molecule	MITF primary	GPR151 activ	TEAD-YAP inh	FBW7 activator
COc1ccc(CNC(=O)Cn2nnc(-c3ccc(NC(=O)c4ccncc4)cc3)n2)cc1	2	1.4	1	0.0
Cc1ccc(C(=O)NNC(=O)CCC(=O)Nc2ccccc2)cc1	3	-0.4	1	-0.1
COc1ccc2c(c1)N(C(=O)CN1C(=O)CCC1=O)C(C)(C)c1ssc(=S)c1-2	0	0.6	4	-0.1
CC(C)N(CCNc1nc(NCc2ccc3c(c2)OCO3)nc2c1ncn2CCN1CCCC1=O)C(C)C	-3	1.4	8	-0.1
O=C(CC1NC(=O)NC1=O)NC1(C(=O)NC2CCCCC2)CCCCC1 (stereo not given)	0	1.0	5	-0.1
CN1C(=O)Cc2cc(NS(=O)(=O)Cc3ccccc3Cl)ccc21	2	0.4	10	-0.1
CNS(=O)(=O)c1cccc(C(=O)OCC(=O)c2ccc(OC(F)F)cc2)c1	-3	1.5	4	0.2
COc1ccccc1CNc1nc2ccccc2n1C	-6	-4.9	-18	-0.3
CC(CCN1CCC(C2(C)NC(=O)NC2=O)CC1)c1ccccc1 (stereo not given)	0	-0.4	3	0.0
COc1ccc(C2CC(C(F)(F)F)n3nc(C(=O)N4CCN(c5ccccc5)CC4)c(Cl)c3N2)cc1OC (stereo not given)	12	1.7	12	0.2
CCN(Cc1ccncc1)Cc1ccc2c(c1)CN(C(=O)c1cccc(N(C)C)c1)CCO2	8	0.0	1	-0.3
CC(C)C[C@@H]1NC(=O)[C@H]2CN(C(=O)c3cc(F)c(F)cc3F)CCN2C1=O	-14	3.0	1	0.2
Fc1ccccc1-c1nc(-c2ccncc2)no1	2	-9.9	-40	0.1
COc1ccc(OC)c(NC(=O)Nc2ccccc2OC(F)F)c1	32	0.6	11	-0.1
CN1CCC(N(C)C(=O)c2cc3sc4ccccc4c3s2)CC1	-14	-3.2	-30	-0.2
N#Cc1cc([N+](=O)[O-])cc2c1-c1ccc([N+](=O)[O-])cc1/C2=N\O	-9	-1.1	8	-0.2
O=C(CNC(=S)N(Cc1cccs1)C1CCCCC1)NCc1ccccc1	-2	-0.3	4	-0.2
CSc1ccc(CN(C)CN2C(=O)NC3(CCCc4ccccc43)C2=O)cc1 (stereo not given)	3	2.6	3	-0.1
COc1ccc(C2C(C(C)=O)=C(C)N=c3s/c(=C/c4ccc(N(C)C)cc4)c(=O)n32)cc1 (stereo not given)	1	0.1	-34	0.2
O=C1C(=C2SCCS2)CC/C1=C\c1ccco1	91*	3.0	18	-0.7
CC1CCC(N2CC(=O)N(C3CCCC3)C(c3ccc(Cl)cc3)C2=O)CC1 (stereo not given)	20	0.6	2	0.3
Cc1ccc(-c2noc(CN(C(=O)COc3ccc([N+](=O)[O-])cc3)C(C)C)n2)cc1	8	0.4	0	-0.2
Cc1cc2c(c(=O)n1CC1CCCO1)C(c1ccc3c(c1)OCO3)C(C#N)=C(N)O2 (stereo not given)	1	0.4	6	0.0
Cc1cccc(NC(=O)c2ccc(F)c(S(=O)(=O)N3CCCCC3)c2)c1	-1	-0.6	-1	0.0
COCCN1CCN(c2cc(C)nc3cc(-c4cccc(F)c4)nn23)CC1	3	0.1	6	0.0
c1ccc(CCNc2nccn3c(-c4ccc5ccccc5c4)cnc23)nc1	11	-0.5	5	0.1
COc1ccc(C2C(C#N)=C(N)N(c3cccc([N+](=O)[O-])c3)C3=C2C(=O)CC(C)(C)C3)cc1 (stereo not given)	5	1.2	-9	-0.1
COc1ccc(OC)c(C2C(C(C)=O)=C(O)C(=O)N2CCO)c1 (stereo not given)	20	-0.4	11	0.4
NS(=O)(=O)c1ccc(Nc2nccc(-c3cc(Cl)ccc3Cl)n2)cc1	10	1.4	-18	0.2
CN(c1ccccc1C(=O)Nc1ccc(CC#N)cc1)S(=O)(=O)c1ccccc1	2	0.0	-8	0.3
CCC(=O)NC(=S)Nc1ccc(OC)c(Cl)c1	-10	-0.6	-24	-0.2
CC(=O)N1CCc2cc(S(=O)(=O)NC(C(=O)Nc3ccc(C)cc3C)C(C)C)ccc21 (stereo not given)	11	1.2	6	-0.1
Clc1ccc(OCCCn2cncn2)cc1Cl	63*	1.6	6	-0.3
Cc1ccc(N/N=C(/C#N)C(=N)N2CCOCC2)cc1	-4	-0.4	-46	0.0
Cc1c(C(=O)NNC(=S)NC(C)c2ccccc2)cccc1[N+](=O)[O-] (stereo not given)	0	0.4	10	0.0
COCCCNC(=S)N1CCCC(c2nc3cc(C)c(C)cc3[nH]2)C1 (stereo not given)	6	0.3	-6	-0.1
Nc1c(C=C2C=CC(=O)C=C2)c(=O)nc2sc(C(F)(F)F)nn12	-6	-1.5	8	-0.1
COc1ccc(CN2CCN(Cc3cccc(OC)c3)C(CCO)C2)cc1 (stereo not given)	13	1.2	3	0.5
CC1(C)CC2CC(C)(CN2C(=O)COC(=O)c2ccc(Br)cc2)C1 (stereo not given)	8	-0.7	4	-0.2
COc1cccc(C(=O)N2CCN(Cc3cccc4ccccc34)CC2)c1	33	1.3	1	0.0

Structures shown so far that have a nitro group on carbon (8):
Molecule	MITF primary	GPR151 activ	TEAD-YAP inh	FBW7 activator
Cc1ccc([N+](=O)[O-])cc1NC(=O)CN1CCC(n2nnc3cc(F)ccc32)CC1	6	0.1	-1	0.0
CCn1c(Sc2ccc(C=O)cc2[N+](=O)[O-])nnc1-c1cc(OC)cc(OC)c1	3	1.5	-7	0.1
COc1ccc(NC(=O)/C(=C/c2ccc([N+](=O)[O-])cc2)NC(=O)c2ccccc2OC)cc1Cl	18	0.7	1	0.2
CCc1ccccc1NC(=O)c1ccc(NCc2ccc(C)cc2)c([N+](=O)[O-])c1	1	3.6	57*	-0.2
N#Cc1cc([N+](=O)[O-])cc2c1-c1ccc([N+](=O)[O-])cc1/C2=N\O	-9	-1.1	8	-0.2
Cc1ccc(-c2noc(CN(C(=O)COc3ccc([N+](=O)[O-])cc3)C(C)C)n2)cc1	8	0.4	0	-0.2
COc1ccc(C2C(C#N)=C(N)N(c3cccc([N+](=O)[O-])c3)C3=C2C(=O)CC(C)(C)C3)cc1 (stereo not given)	5	1.2	-9	-0.1
Cc1c(C(=O)NNC(=S)NC(C)c2ccccc2)cccc1[N+](=O)[O-] (stereo not given)	0	0.4	10	0.0

Next structures:
Molecule	MITF primary	GPR151 activ	TEAD-YAP inh	FBW7 activator
Cc1cc(NCCCO)n2nc(C)c(-c3ccc(F)cc3)c2n1	-2	-0.3	-24	-0.1
COCCNC(=O)/C(C#N)=C/c1cc(C)n(-c2ccc(C(=O)O)cc2)c1C	28	0.0	-6	-0.2
COC(=O)C1=C(C)N=c2s/c(=C\c3ccc(OC(C)=O)cc3)c(=O)n2C1c1cccs1 (stereo not given)	-2	-0.8	-2	-0.1
CCn1c(SCC(=O)c2ccc(C)cc2)nc2cccnc21	-4	-0.2	-2	0.0
CCCCC(=O)NC(=S)NNC(C)=O	-9	1.0	7	-0.2
O=C(Cn1cnc2c(cnn2-c2ccccc2)c1=O)N1CCCC1	19	-0.8	-2	-0.1
Cc1csc(SC2CCCCN(C(=O)c3ccc(F)cc3)C2=O)n1 (stereo not given)	-7	-0.5	0	-0.1
COc1ccc(C(=O)Oc2ccc(C)cc2C(C)=O)cc1	-2	-0.1	-2	-0.1
Cc1ccc(OCC(=O)N/N=C\c2ccc(C)o2)c([N+](=O)[O-])c1	9	1.1	8	1.8
